3CLpro inhibitor = SARS-CoV 3CLpro protease inhibition. P0C6X7. recombinant SARS-CoV 3CLpro, quenched FRET peptide cleavage. inhibition, % at 6 µM. actives 0.14% (n = 290,000). AID 1706; in the data active means inhibition above about 12%
PrPC TRFRET = inhibitors of human cell surface prion protein PrPC | actives 0.43% (n = 370,000) | P04156 | inhibition, % at 13.8 µM | TR-FRET read-out; in the data active means inhibition above about 24%; further: 0% = median of the test wells and 100% = reference compound wells
SSB-PriA inh = inhibitors of Klebsiella pneumoniae PriA binding to SSB C-terminal tail. AlphaScreen SSBct-PriA binding, biotinylated peptide. inhibition, % at 33 µM. actives 0.6% (n = 430,000). AID 1272365; in the data active means inhibition mostly above about 37%, no sharp cut-off; inactive means mostly below about 20%;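 further: plate controls were negative control peptide for no effect and reference peptide for full effect; strong numbers were not always called active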
CCHF vOTU inh = blocks the CCHF virus ovarian tumor domain protease | CCHFV vOTU protease, Pep-AMC fluorescence | AID 651958 | inhibition, % at 11.5 µM | actives 0.55% (n = 370,000); in the data active means inhibition above about 30%; further: 0% = vehicle wells with enzyme and 100% = no enzyme wells
Anthrax LF inh2 = blocks Bacillus anthracis lethal factor protease. P15917. multiplex microsphere protease cleavage assay, LF. inhibition, % at 10 µM. actives 0.12% (n = 360,000). AID 588501; further: plate controls were buffer without enzyme for full effect and enzyme alone for no effect
DUSP3 inh = blocks human VHR1 dual specificity phosphatase. inhibition, % at 13.3 µM. actives 0.52% (n = 290,000). recombinant VHR phosphatase, pNPP absorbance. AID 1654. P51452; in the data active means inhibition above about 50%; further: some compounds called inactive have numbers as strong as hits
Target sequence (P51452 whole entry, looked up): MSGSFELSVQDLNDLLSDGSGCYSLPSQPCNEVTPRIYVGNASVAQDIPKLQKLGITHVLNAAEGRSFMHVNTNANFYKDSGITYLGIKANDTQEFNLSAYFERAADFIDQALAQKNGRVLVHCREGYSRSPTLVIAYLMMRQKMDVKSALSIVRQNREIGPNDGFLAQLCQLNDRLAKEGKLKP
BoNT-A LC inh2 = BoNT A light chain protease inhibition; multiplex microsphere protease substrate cleavage, flow cytometry; inhibition, % at 10 µM; actives 0.17% (n = 360,000); further: plate controls were buffer without enzyme for full effect and enzyme alone for no effect
MazEF act = activators of E. coli MazEF toxin-antitoxin RNase. FAM/BHQ RNA-DNA oligo cleavage fluorescence, 5 h. activation, % at 20 µM. actives 0.32% (n = 350,000). P0AE70; in the data active means activation above about 50%
Target sequence (P0AE70 whole entry, looked up): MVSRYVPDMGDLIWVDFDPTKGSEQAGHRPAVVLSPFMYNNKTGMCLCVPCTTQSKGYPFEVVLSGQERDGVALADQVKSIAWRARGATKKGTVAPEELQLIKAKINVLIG
BoNT-F LC inh = blocks Botulinum neurotoxin F light chain protease; actives 0.22% (n = 360,000); inhibition, % at 10 µM; Multiplex microsphere protease cleavage assay, flow cytometry; in the data active means inhibition above about 35%, passing the limit was not always enough; inconclusive means no clear call, values can overlap the other calls; further: plate controls were buffer without enzyme for full effect and enzyme alone for no effect
Rv3671c protease = inhibits the M. tuberculosis serine protease Rv3671c; AID 2606; actives 0.048% (n = 320,000); P9WHR9; inhibition, % at 5.96 µM; in the data active means inhibition above about 38%;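 further: extracellular domain of Rv3671c used as enzyme; 0% = enzyme with DMSO and 100% = no enzyme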
Target sequence (P9WHR9 whole entry, looked up, the tested form may be a part): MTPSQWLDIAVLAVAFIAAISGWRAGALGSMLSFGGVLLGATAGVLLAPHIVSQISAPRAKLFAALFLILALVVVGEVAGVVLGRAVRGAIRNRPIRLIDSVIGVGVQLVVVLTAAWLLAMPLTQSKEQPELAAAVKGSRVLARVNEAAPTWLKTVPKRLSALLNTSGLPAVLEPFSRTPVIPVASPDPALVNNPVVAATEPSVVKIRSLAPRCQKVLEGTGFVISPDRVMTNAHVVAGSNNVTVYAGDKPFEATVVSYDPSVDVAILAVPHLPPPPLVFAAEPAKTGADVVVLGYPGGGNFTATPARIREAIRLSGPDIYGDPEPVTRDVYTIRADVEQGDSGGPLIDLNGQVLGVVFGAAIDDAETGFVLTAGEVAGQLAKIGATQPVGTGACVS
Starred values were filed as active, the others as inactive; ? = inconclusive; . = no result given. Unless noted, no stated cut-off is given here; in the data, active means inhibition above about 30%; inconclusive means no clear call, values can overlap the other calls; inactive means below that. These rows are one share of the data; count on the stated rates, not on these rows.

item | molecule | 3CLpro inhibitor | PrPC TRFRET | SSB-PriA inh | CCHF vOTU inh | Anthrax LF inh2
1 | COc1ccc(-c2nnn(CCc3nn[nH]n3)n2)cc1 | -5.4 | -3.2 | 4.6 | 4.7 | 0.5
2 | CCc1ccccc1N=Cc1c(C)c(C#N)c2[nH]c3ccccc3n2c1=O | . | 0.2 | -5.9 | -9.7 | 2.5
3 | CCN(Cc1ccccc1)S(=O)(=O)c1ccc(C(=O)N(CCCN(C)C)c2nc3cc4c(cc3s2)OCO4)cc1 | 1.2 | -18.2 | 34.7 | 2.8 | -2.6
4 | Cc1coc2cc3oc(=O)cc(C)c3cc12 | -7.4 | -4.2 | -3.2 | -8.0 | -8.4
5 | CCn1c(O)c(N=NC(=O)Cc2csc(N3CCOCC3)n2)c2ccccc21 | 7.5 | -37.9 | 0.4 | 3.5 | -3.0
6 | Cc1ccccc1OCCC(=O)Nc1ccc(F)c(Cl)c1 | 3.6 | 1.3 | -53.5 | -2.2 | -0.7
7 | O=S(=O)(Nc1nccs1)c1ccc2c(c1)OCCO2 | 0.3 | 6.6 | -11.8 | -4.4 | 7.7
8 | Cc1c(C(=O)O)[nH]c2c1C(=O)CC(c1ccc(Cl)cc1)C2 (centres undefined) | -1.6 | 0.6 | -2.8 | 0.2 | -4.7
9 | CN(CC(=O)Nc1ccc(F)c(Cl)c1)S(=O)(=O)c1cccc2nsnc12 | 1.4 | -21.8 | 12.4 | 6.1 | 3.3
10 | CC(C)CNC(=O)c1cccc(NC(=O)CCc2ccccc2)c1 | 2.6 | 4.3 | -9.4 | -10.8 | -1.0

item | DUSP3 inh | BoNT-A LC inh2 | MazEF act | BoNT-F LC inh | Rv3671c protease
1 | . | 0.0 | 1.7 | -10.1 | -3.6
2 | . | -0.5 | -967.0 | -3.7 | .
3 | 21.8 | -5.9 | -26.3 | -13.0 | -6.1
4 | -4.5 | -0.8 | 5.0 | -11.6 | -3.5
5 | 21.7 | -0.2 | 5.4 | 0.2 | -3.8
6 | 1.2 | -0.3 | -6.3 | -4.3 | -10.3
7 | 10.2 | 0.0 | 3.9 | 2.9 | -5.0
8 | 12.7 | -1.2 | -4.3 | -2.1 | 3.9
9 | -0.1 | 0.2 | -0.1 | 2.4 | -0.3
10 | 0.4 | -0.2 | -0.5 | -0.4 | -4.6

Whole records from above. Order of values: 3CLpro inhibitor, PrPC TRFRET, SSB-PriA inh, CCHF vOTU inh, Anthrax LF inh2, DUSP3 inh, BoNT-A LC inh2, MazEF act, BoNT-F LC inh, Rv3671c protease
`COc1ccc(-c2nnn(CCc3nn[nH]n3)n2)cc1` is listed with -5.4, -3.2, 4.6, 4.7, 0.5, ., 0.0, 1.7, -10.1, -3.6
`CCc1ccccc1N=Cc1c(C)c(C#N)c2[nH]c3ccccc3n2c1=O` is listed with ., 0.2, -5.9, -9.7, 2.5, ., -0.5, -967.0, -3.7, .
`Cc1c(C(=O)O)[nH]c2c1C(=O)CC(c1ccc(Cl)cc1)C2` (centres undefined) is listed with -1.6, 0.6, -2.8, 0.2, -4.7, 12.7, -1.2, -4.3, -2.1, 3.9

Returning to the listing with the 2 entries that preceded the break.
item | molecule | 3CLpro inhibitor | PrPC TRFRET | SSB-PriA inh | CCHF vOTU inh | Anthrax LF inh2
9 | CN(CC(=O)Nc1ccc(F)c(Cl)c1)S(=O)(=O)c1cccc2nsnc12 | 1.4 | -21.8 | 12.4 | 6.1 | 3.3
10 | CC(C)CNC(=O)c1cccc(NC(=O)CCc2ccccc2)c1 | 2.6 | 4.3 | -9.4 | -10.8 | -1.0
11 | Cc1cccc(N(CC(N)=O)C2SC(=O)NC2=O)c1 (centres undefined) | 1.3 | -1.6 | -2.3 | -0.8 | 1.8
12 | CCOc1ccc(NC(=O)COC(=O)c2c(OC)cccc2OC)cc1 | -2.0 | 1.2 | 2.7 | -27.3 | -0.5
13 | Cc1ccc(-n2nc3cc(C)c(N)cc3n2)cc1 | 1.8 | 7.8 | -5.9 | -92.2 | -3.4
14 | CCOc1c(C)cc(S(=O)(=O)NCc2cccnc2)c(C)c1C | 6.9 | 6.3 | -8.5 | 2.6 | 2.8
15 | CCOC(=O)c1cnc(SCC(=O)N2CCc3ccccc32)nc1N | -4.4 | 7.1 | 9.0 | 7.0 | -2.7
16 | CCCN(CCC)CCSc1nc(O)c(C(C)C)c(=O)[nH]1 | -2.4 | -2.1 | -0.5 | 3.7 | -13.5
17 | CCOC(=O)c1c(C)[nH]c(C)c1C(=O)COC(=O)c1ccc(OC)cc1 | 6.1 | 0.1 | 16.6 | 0.5 | -7.3
18 | CCOc1ccc(-c2n[nH]c(=S)c3ccccc23)cc1 | 0.4 | -6.5 | -4.1 | -4.3 | 14.6
19 | CCc1c(C)sc(NC(=O)Cn2nc(C(F)(F)F)c3c2CCCC3)c1C#N | -3.3 | 2.8 | -0.3 | 1.0 | 0.8
20 | CC1CCCCC1NC(=O)COc1ccc(C#N)cc1 (centres undefined) | . | 2.4 | -4.7 | -0.4 | -4.7

item | DUSP3 inh | BoNT-A LC inh2 | MazEF act | BoNT-F LC inh | Rv3671c protease
9 | -0.1 | 0.2 | -0.1 | 2.4 | -0.3
10 | 0.4 | -0.2 | -0.5 | -0.4 | -4.6
11 | 13.2 | -0.9 | 0.5 | -7.1 | 5.7
12 | -1.5 | 0.0 | -0.8 | -3.1 | -14.6
13 | 27.1 | 0.5 | 5.0 | -1.7 | 9.7
14 | 8.1 | 1.2 | 8.7 | ? | -0.5
15 | 2.9 | -2.5 | 67.8* | -23.9 | 0.2
16 | -3.8 | ? | 2.9 | 5.0 | -6.7
17 | 14.4 | -0.2 | 1.2 | -1.9 | 6.4
18 | -7.6 | 4.2 | -1.6 | 7.9 | -20.3
19 | 4.8 | 1.9 | 2.8 | 3.0 | -12.6
20 | . | 0.2 | 0.5 | -6.9 | -3.8

Remaining list, next part
item | molecule | 3CLpro inhibitor | PrPC TRFRET | SSB-PriA inh | CCHF vOTU inh | Anthrax LF inh2
21 | CCCCc1nc2cc(C(=O)N3CCN(c4nc(C)cnc4C)CC3)ccc2o1 | -2.9 | 3.2 | 2.6 | 4.3 | 0.9
22 | CCCOc1ccc(C2C(C(=O)OC)=C(C)N=C3SCCC(=O)N32)cc1OCC (centres undefined) | -4.9 | -0.5 | 4.9 | 5.2 | 2.7
23 | O=C(CN(C(=O)c1csnn1)c1ccccc1F)NCc1ccccc1 | 0.9 | 1.8 | -1.0 | -10.1 | 4.1
24 | CCC1CCCCN1CCCCOc1cccc(Cl)c1 (centres undefined) | -2.1 | 12.2 | 1.1 | 4.5 | 9.8
25 | c1ccc(SSc2ccccn2)nc1 | . | . | -7.5 | . | -6.7
26 | CC(=O)N1CC[n+]2c(-c3ccc(Cl)cc3Cl)csc21 | -0.5 | -2.9 | -1.0 | -1.4 | 0.1

item | DUSP3 inh | BoNT-A LC inh2 | MazEF act | BoNT-F LC inh | Rv3671c protease
21 | 9.2 | -0.2 | 3.3 | 3.1 | 8.4
22 | 17.9 | 0.9 | 2.4 | -6.4 | -10.1
23 | -4.2 | -2.6 | 1.9 | 1.4 | 3.4
24 | . | -1.0 | 6.2 | -2.0 | 2.6
25 | . | 4.2 | 3.6 | ? | 5.6
26 | -8.4 | 1.1 | -4.0 | -4.3 | -3.4

Compound activity: PubChem BioAssay, several laboratories
